# Compound activity deposited in PubChem BioAssay by Columbia University Molecular Screening Center.
# mHtt clearance: compounds clearing mutant huntingtin protein. HeLa Exon1htt(103Q)mCFP, aggregate imaging; zero = plate's median compound well. inhibition, % at 1.5 µM. 47,000 compounds, 0.42% hits;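 active means inhibition of aggregate fluorescence above about 70%, also judged a hit by eye on the cell image, limit read from the data, passing the limit was not always enough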;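 further: cells exposed to compound for three days before fixation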
# mHtt clearance grain fraction: further read-out of mHtt clearance, marked with its call; fraction fluorescence in grains; measured here: aggregate grain fluorescence fraction; stronger effect = lower value;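 scaled fraction of total cell fluorescence in grains with unit not stated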
# The depositor's hits bear a star. Some of the compounds tested; the hit share may differ from the screen's.
no.	mHtt clearance	mHtt clearance grain fraction	canonical_smiles
1	-15	43	CCCCN1C(=O)CC(Sc2ccccc2C(=O)O)C1=O (stereo not given)
2	-7	20	COc1cc(OC)cc(C(=O)NCC(=O)N2CCC(C)CC2)c1
3	-13	35	Cc1ccc(NC2=C(N3CCCCC3)C(=O)c3ccccc3C2=O)cc1
4	-4	21	CC(C)Cn1cnc2c1c(=O)n(CC(O)c1ccccc1)c(=O)n2CC(C)C (stereo not given)
5	17	17	CCCN1C(=O)C(NS(=O)(=O)c2ccc(N)cc2)(C(F)(F)F)C(C(=O)OC)=C1C (stereo not given)
6	0	18	Cn1c(Cc2cccs2)nnc1SCC(=O)N1CCc2ccccc21
7	-8	47	CC(=O)c1ccc(-c2nc3c4ccccc4ccn3c2C(C)=O)o1
8	-3	19	Cc1cc(NS(=O)(=O)c2ccc(C3CCCCC3)cc2)no1
9	22	30	OCCNc1nc(NCCC2=CCCCC2)nc(N2CCOCC2)n1
10	41	24	Cc1ccc(C2C(C#N)C(C#N)N3CCCN23)cc1 (stereo not given)
11	16	42	N#Cc1nc(COc2ccccc2)oc1N1CCCCC1
12	3	34	O=C(CSc1nnc2c(Cl)cc(Cl)cn12)N1CCN(S(=O)(=O)c2ccccc2)CC1
13	-9	39	COc1ccc(-n2c(-c3ccccc3)nnc2-c2ccc(Cl)cc2)cc1
14	18	36	CCSc1nnc(NC(=O)COc2ccc3ccccc3c2)s1
15	30	31	CCNC(=O)CC1C(=O)N(c2ccc(F)cc2)C(=O)N1CCC(C)C (stereo not given)
16	-6	20	Cc1cc(NS(=O)(=O)c2ccc(Nc3nc(-c4sc(NC(=O)c5ccccc5)nc4C)cs3)cc2)no1
17	10	17	c1ccc(CNc2nc(N3CCOCC3)nc(N3CCOCC3)n2)cc1
18	22	15	O=C(Cn1cnc2sc(-c3ccccc3)cc2c1=O)N1CCOCC1
19	4	19	Cc1ccc(Cl)cc1NC(=O)COC(=O)C12CC3CC(CC(C3)C1)C2
20	28	13	CCCCCc1nc2sc3c(c2c(=O)n1N)CCC3
21	61	15	S=c1nc2ccccc2c2nc(-c3ccccc3)[nH]n12
22	4	42	Cc1ccc2nc3ccc(N4CCN(C)CC4)nn3c(=O)c2c1
23	51	14	CSC1=NCCN1C(=O)c1ccc2c(c1)OCO2
24	42	20	CCOc1cccc(=O)c2c(C)n(Cc3ccco3)c(C)c12
25	18	17	CCOC(=O)c1c(N2CCCCC2)c2ccccc2[nH]c1=O
26	63	17	CCC(SC1=NCCS1)C(=O)Nc1nnc(-c2ccccc2OC)s1 (stereo not given)
27	-88	36	CC(C)OC(=O)Cn1nnc2c(cnn2-c2ccccc2)c1=O
28	21	29	CCOC(=O)CC(=O)Nc1ccc(Br)cc1C(=O)O
29	-14	46	Cc1ccc(S(=O)(=O)NC2=NCN(C3CCCCC3)CN2)cc1
30	38	25	COc1ccc(OCCc2nnc(N)s2)cc1

# Single entries from above:
# no. 21 in mHtt clearance = 61
# no. 18 in mHtt clearance = 22
# no. 10 in mHtt clearance = 41
# no. 25 in mHtt clearance = 18
# no. 6 in mHtt clearance grain fraction = 18

# Six entries out of the list above, sorted by their value in mHtt clearance, smallest number first.
cpd	Compound	mHtt clearance	mHtt clearance grain fraction
13	COc1ccc(-n2c(-c3ccccc3)nnc2-c2ccc(Cl)cc2)cc1	-9	39
22	Cc1ccc2nc3ccc(N4CCN(C)CC4)nn3c(=O)c2c1	4	42
5	CCCN1C(=O)C(NS(=O)(=O)c2ccc(N)cc2)(C(F)(F)F)C(C(=O)OC)=C1C (stereo not given)	17	17
28	CCOC(=O)CC(=O)Nc1ccc(Br)cc1C(=O)O	21	29
9	OCCNc1nc(NCCC2=CCCCC2)nc(N2CCOCC2)n1	22	30
24	CCOc1cccc(=O)c2c(C)n(Cc3ccco3)c(C)c12	42	20

# Next part.
no.	mHtt clearance	mHtt clearance grain fraction	canonical_smiles
31	47	17	COc1ccc(N2C(=O)C3CCCN3C2c2ccc(C)o2)cc1Cl (stereo not given)
32	-17	41	CCNc1nc(N)c(C(=O)c2ccc(Cl)s2)s1
33	-48	50	CC(C)CN(C(=O)CSc1nnc2c(Cl)cc(C(F)(F)F)cn12)C1CCS(=O)(=O)C1 (stereo not given)
34	-1	33	COc1cccc(N(CC(=O)N2CCN(c3ccccc3OC)CC2)S(C)(=O)=O)c1
35	-4	19	CCCc1[nH]c(=O)c(C#N)c2c1COC(C)(C)C2
36	-18	23	CC(C)OCCCNC(=O)c1ccc(NS(C)(=O)=O)cc1
37	46	25	CCOc1ccc(C(C)(C)C)cc1S(=O)(=O)N1CC(C)OC(C)C1 (stereo not given)
38	-13	22	O=C(COc1ccc(S(=O)(=O)NC2CCCCC2)cc1)NCC1CCCO1 (stereo not given)
39	-182	53	Cc1ccc(C)c(S(=O)(=O)N2CC(=O)Nc3ccccc32)c1
40	42	11	CCCn1c2ccccc2c2nnc(SC(CC)C(=O)Nc3cc(C)on3)nc21 (stereo not given)
41	17	15	CCOc1nc(-c2ccc(OC)cc2)ccc1-c1noc(C)n1
42	16	17	CCOC(=O)N1CCN(C(=O)c2cccn3c(=O)c4sccc4nc23)CC1
43	39	30	O=C(C1CCCN(S(=O)(=O)c2cnc[nH]2)C1)N1CCN(Cc2ccccc2)CC1 (stereo not given)
44	-13	34	Cc1ccc(-c2nnn(CC(=O)N(CCO)C(C(=O)NC(C)(C)C)c3ccncc3)n2)cc1 (stereo not given)
45	0	32	COCCn1c(N)c(C(=O)NCC2CCCO2)c2nc3ccccc3nc21 (stereo not given)
46	-69	57	N#CC(C#N)=c1ccc2c(c1)N1C3=C(CCCC3)CC3CCCCC31N=2 (stereo not given)
47	48	12	O=C(NC1c2ccccc2-c2ccccc21)N1CCCCC1
48	31	32	CC(C)c1ccc2c(c1)C(=O)NC(C)(C)C2
49	-101	82	CCCS(=O)(=O)N1CCC(C(=O)NCCCOC(C)C)CC1
50	6	18	Cc1sc2nc(C(C)(C)C)oc(=O)c2c1C
51	-95	38	O=C(CSc1nnc(-c2ccccc2)n1C1CCCCC1)N1CCCC1
52	22	17	O=C(Nc1ccccn1)C1COc2ccccc2O1 (stereo not given)
53	41	20	CCOC(=O)N1CCC(Nc2c(Nc3cccc(CC)c3)c(=O)c2=O)CC1
54	31	26	Cc1cc(C)cc(NC(=O)CN(C)S(=O)(=O)c2cccc3nsnc23)c1
55	-57	27	N#Cc1c(NC(=O)CSc2n[nH]c(Cc3ccccc3)n2)oc(-c2ccccc2)c1-c1ccccc1
56	10	17	Cc1cc(C)n(CC(=O)N2c3ccccc3Sc3ccccc32)n1
57	-4	21	Cc1nc(-c2coc3c(CN(C)C)c(O)ccc3c2=O)cs1
58	-47	26	Cc1ccc(-c2cc(C(F)(F)F)n3ncc(C(=O)N4CCCc5ccccc54)c3n2)cc1
59	54	9.2	CCOc1ccc(S(=O)(=O)N2CCN(C(=O)c3cccn3C)CC2)cc1
60	62	8.1	Cc1ccc(CSCCNS(C)(=O)=O)cc1

# Compound profiles, from the list above:
# Listed for Cc1cc(NS(=O)(=O)c2ccc(Nc3nc(-c4sc(NC(=O)c5ccccc5)nc4C)cs3)cc2)no1 → mHtt clearance: -6; mHtt clearance grain fraction: 20
# Listed for Cc1ccc(Cl)cc1NC(=O)COC(=O)C12CC3CC(CC(C3)C1)C2 → mHtt clearance: 4; mHtt clearance grain fraction: 19

# Additional records:
no.	mHtt clearance	mHtt clearance grain fraction	canonical_smiles
61	39	25	COc1ccc(/C=C/C(=O)c2sc(-c3ccc(Cl)cc3)nc2C)cc1
62	7	37	COc1ccc(C(=O)Nc2ccc(F)cc2F)cc1OC
63	-40	27	Cc1ccc(NC(=O)CN2CC(C)SC2=NC2CCCCC2)cc1 (stereo not given)
64	-16	46	COCCN(C(=O)Cc1cccs1)c1nnc(-c2cccnc2)s1
65	26	29	Cc1ccc(C(=O)OC2CCN(c3ccc([N+](=O)[O-])cc3)CC2)cc1
66	-29	44	Cc1ccc(NC(=O)N2CCCC2C(=O)NCCc2ccccc2)cc1 (stereo not given)
67	-14	20	CN(C)C(=O)N1CCN(C(=O)c2ccccc2Sc2ccccc2C#N)CC1
68	66	6.8	COc1cc2cc(C(c3nnnn3Cc3ccc(F)cc3)N3CCCCCC3)c(=O)[nH]c2cc1OC (stereo not given)
69	2	20	CCCCOc1ccc(C(=O)Nc2ccc(N3CCN(C(=O)C(C)C)CC3)cc2)cc1
70	-3	41	COc1ccc(CNC(=O)COC(=O)c2c(-c3c(F)cccc3Cl)noc2C)cc1OC
71	-21	44	Cc1nnc(SCC(=O)Nc2ncc3c(n2)CCCC3=O)s1
72	10	36	CCCCOC(=O)c1[nH]c(C)c(C(=O)OC)c1C
73	-12	22	CCOc1ccc(S(=O)(=O)NCC2CCCO2)c2cccnc12 (stereo not given)
74	-80	64	O=C1c2ccccc2CCC12N=NCC2c1ccc(Cl)cc1 (stereo not given)
75	32	13	COCCn1c(=S)[nH]c2cc(OC)c(OC)cc2c1=O
76	29	23	CCOC(=O)C1=C(C)NC(=O)NC1c1ccc(OCC(=O)Nc2ccccc2)c(OC)c1 (stereo not given)
77	40	13	CCN(CC)C(=O)CSc1ncnc2c(-c3cccs3)nsc12
78	-4	19	CCOc1nc(NCCN2CCOCC2)nc(NC(C)C)n1
79	37	28	O=C(CSc1nc(-c2ccncc2)nn1CC(=O)N1CCCCC1)NC1CCCC1
80	10	19	O=C(O)C1C2C=CC(C2)C1C(=O)NC1CCS(=O)(=O)C1 (stereo not given)
81	0	21	O=S(=O)(c1cc(Cl)ccc1Cl)N1CCCCC1
82	-1	44	CC(=O)NC1C(=O)N(C)c2ccc(Br)cc21 (stereo not given)
83	9	37	CCCNC(=O)C(CC)NS(=O)(=O)c1ccc(OC)cc1 (stereo not given)
84	17	20	O=C1NN(c2ccccc2)C(=O)/C1=C\c1cccn1-c1ccc(Cl)c([N+](=O)[O-])c1
85	18	15	Cc1cc(=O)[nH]c(S/C=C/c2ccccc2)n1
86	3	18	COc1ccc(N2CCN(C(=O)c3ccc(NS(=O)(=O)c4ccccc4)cc3)CC2)cc1
87	28	24	COc1cc(OC)cc(C(=O)NCc2n[nH]c(=S)n2-c2ccccc2)c1
88	15	28	O=C(O)c1cc2cc(Cl)cc(Cl)c2oc1=O
89	-23	22	O=C(NCc1ccco1)c1cc(-c2cccnc2)nc2ccc(Cl)cc12
90	8	18	CC1CCN(CCC(=O)Nc2ccc(Br)cc2)CC1

# Next section, starting with the last 6 of the part before.
no.	mHtt clearance	mHtt clearance grain fraction	canonical_smiles
85	18	15	Cc1cc(=O)[nH]c(S/C=C/c2ccccc2)n1
86	3	18	COc1ccc(N2CCN(C(=O)c3ccc(NS(=O)(=O)c4ccccc4)cc3)CC2)cc1
87	28	24	COc1cc(OC)cc(C(=O)NCc2n[nH]c(=S)n2-c2ccccc2)c1
88	15	28	O=C(O)c1cc2cc(Cl)cc(Cl)c2oc1=O
89	-23	22	O=C(NCc1ccco1)c1cc(-c2cccnc2)nc2ccc(Cl)cc12
90	8	18	CC1CCN(CCC(=O)Nc2ccc(Br)cc2)CC1
91	24	26	Cc1ccccc1NS(=O)(=O)c1cccc(-c2nnc(-c3ccccc3)o2)c1
92	-90	38	O=C(CN1C(=O)c2ccccc2S1(=O)=O)Nc1ccc(S(=O)(=O)N2CCCCCC2)cc1
93	30	22	Cc1nc2c(-c3ccccc3)c(C)nn2c(C)c1CCC(=O)O
94	-2	38	CC(C)c1ccc(NC(=O)C(c2ccccc2)N2CCN(C=O)CC2)cc1 (stereo not given)
95	5	17	Cc1ccc(-n2c(C)nnc2SCC(=O)Nc2ccccc2)cc1
96	-38	53	Cc1cc(N)n(-c2ccccc2)n1
97	-11	37	COc1cc(OC)c(C2CC(=O)N3CN(c4ccccc4)CSC3=C2C#N)cc1OC (stereo not given)
98	10	18	Cc1cc(=O)[nH]c(N=N/C(=N/Nc2ccc(O)cc2)c2ccccc2)n1
99	-9	47	Cc1oc2c(CN(C)C)c(O)ccc2c(=O)c1-c1ccc2ccccc2n1
100	63	13	OCCN1CCN(Cc2cccc(Oc3ccc(Cl)cc3)c2)CC1
101	-14	20	COc1ccccc1N1CCN(Cc2nnnn2CCc2ccccc2)CC1
102	12	27	COCCNCCCCOc1c(Cl)cc(C)cc1Br
103	-5	21	Clc1ccc(-c2nnc(SCc3cn4ccsc4n3)n2CC2CCCO2)cc1 (stereo not given)
104	-85	70	COc1ccccc1Oc1nc(-c2ccccc2)cc(C)c1S(C)(=O)=O
105	-11	46	O=C(c1cc2ccccc2o1)N1CCN=C1SCc1cccc(F)c1
106	1	40	NC(=O)CSc1nc2c(sc3ccccc32)c(=O)n1CCCN1CCOCC1
107	-57	28	COC(=O)c1c(C)[nH]c(C)c1-c1ccc(C)cc1
108	10	18	CCCCNC(=O)CC(C(=O)N1CCc2ccccc21)n1ccnc1 (stereo not given)
109	2	21	O=C(CSc1ncn(-c2ccccc2)n1)N1CCN(c2ccccc2)CC1
110	-88	34	CC(C)CC(/C(O)=C(\C#N)c1nc2ccccc2[nH]1)N1C(=O)c2ccccc2C1=O (stereo not given)
111	20	27	COCCNC(=O)CN1CCC(NC(=O)Nc2ccccc2)CC1
112	53	8.4	Cc1ccc(-c2cc3nc(-c4ccccc4)cc(N4CCC5(CC4)OCCO5)n3n2)cc1
113	2	19	Cc1c(CNC(=O)c2cnn3c2NC(c2ccc(Br)cc2)CC3C(F)(F)F)cnn1C (stereo not given)
114	0	18	N#CC1=C(N)Oc2ccccc2C12C(=O)Nc1n[nH]c(-c3ccccc3)c12 (stereo not given)
115	12	17	CC(O)CN(Cc1cccc(Cl)c1)CC(C)O (stereo not given)
116	-32	21	Cc1cc(N2CCOCC2)c2c(N)cc(C)c(C)c2n1
117	-36	53	O=C(CCn1c(=O)c2ccccc2n(Cc2cccnc2)c1=O)NCc1ccc2c(c1)OCO2
118	-12	41	COc1cc(C2C(C(=O)c3ccco3)=C(O)C(=O)N2Cc2cccnc2)cc(OC)c1OC (stereo not given)
